TcdB GH inh: TcdB glycohydrolase inhibition. P18177. TcdB glycohydrolase enzymatic assay, plate reader. inhibition, % at 9.99 µM. hit rate 0.24% among 350,000. AID 652162; in the data active = inhibition above about 10%
UGM FP inh: blocks M. tuberculosis UGM enzyme; purified UGM, fluorescence polarization probe displacement; inhibition, % at 10 µM; hit rate 0.06% among 320,000; AID 504406; in the data active = inhibition above about 10%, passing the limit was not always enough
Target sequence (P9WIQ1 whole entry, looked up): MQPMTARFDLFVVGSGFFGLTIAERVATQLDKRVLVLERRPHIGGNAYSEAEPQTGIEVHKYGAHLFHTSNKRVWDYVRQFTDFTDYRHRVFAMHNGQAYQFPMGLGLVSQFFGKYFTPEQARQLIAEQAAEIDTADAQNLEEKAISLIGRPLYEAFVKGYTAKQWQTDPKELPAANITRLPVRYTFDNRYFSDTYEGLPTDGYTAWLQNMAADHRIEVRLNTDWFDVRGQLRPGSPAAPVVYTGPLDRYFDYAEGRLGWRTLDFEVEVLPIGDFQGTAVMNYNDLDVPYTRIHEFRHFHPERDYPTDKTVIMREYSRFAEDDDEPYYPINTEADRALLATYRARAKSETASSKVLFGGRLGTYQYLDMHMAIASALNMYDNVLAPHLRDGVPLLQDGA
Y pestis TopoI: inhibitors of Yersinia pestis topoisomerase I | Y. pestis Topo-I cleavage product accumulation, plate reader | activity, % at 10 µM | hit rate 0.064% among 360,000 | AID 504884; in the data active = activity above about 50%, passing the limit was not always enough; also: inactives centre near 2
GDH-TPI counter: inhibits GDH-TPI coupling enzymes, artifact for Mtb FBA screen; hit rate 1.2% among 360,000; GDH-TPI coupled enzyme counterscreen, NADH absorbance; inhibition, % at 4.8 µM; in the data active = inhibition above about 30%;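 also: 0% = DMSO wells and 100% = wells lacking the enzyme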
Mtb FBA inh: inhibitors of M. tuberculosis fructose-bisphosphate aldolase | AID 588726 | hit rate 2.3% among 360,000 | inhibition, % at 1 µM | P9WQA3 | purified M. tuberculosis FBA, fluorescence read-out; in the data active = inhibition above about 27%;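 also: 0% = vehicle and 100% = reference inhibitor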
Target sequence (P9WQA3 whole entry, looked up): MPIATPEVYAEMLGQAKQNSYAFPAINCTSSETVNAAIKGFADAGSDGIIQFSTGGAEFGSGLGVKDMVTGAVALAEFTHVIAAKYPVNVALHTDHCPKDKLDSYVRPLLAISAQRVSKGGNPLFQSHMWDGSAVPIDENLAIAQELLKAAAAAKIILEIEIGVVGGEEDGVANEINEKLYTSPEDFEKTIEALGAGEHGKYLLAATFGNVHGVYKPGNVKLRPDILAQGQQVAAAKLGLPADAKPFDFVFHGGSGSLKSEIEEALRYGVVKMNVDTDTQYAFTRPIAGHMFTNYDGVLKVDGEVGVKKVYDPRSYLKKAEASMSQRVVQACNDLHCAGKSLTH
BioA inh: blocks M. tuberculosis BioA enzyme activity. purified M. tuberculosis BioA enzyme, plate reader. inhibition, % at 9.99 µM. hit rate 0.096% among 360,000. AID 602481; in the data active = inhibition above about 40%
FadD28 FP inh: inhibitors of Mycobacterium tuberculosis FadD28 bisubstrate binding | hit rate 0.22% among 360,000 | inhibition, % at 12.5 µM | FadD28 bisubstrate probe binding, fluorescence polarization; in the data active = inhibition above about 8.5%, passing the limit was not always enough
PfHsp40 yeast: restores yeast growth despite PfHsp40 toxicity; S. cerevisiae expressing PfHsp40, growth rescue, ATP luminescence; growth rescue, % at 12.5 µM; hit rate 0.68% among 340,000; AID 504582; in the data active = growth rescue above about 28%, passing the limit was not always enough;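 also: yeast W303a lacking pdr1 and pdr3 grown in galactose medium; growth measured after three days at 30 °C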
Vc quorum ag: inducers of Vibrio cholerae quorum light production without autoinducers. V. cholerae BH1578 lux reporter, luminescence, 6 h. activation, % at 18.7 µM. hit rate 0.16% among 350,000; in the data active = activation mostly above about 9.7%, no sharp cut-off; also: not every result past the cut was called active; inactives centre near 0; reference of the scale not given here
* hit, by the source's call; i = inactive; . = not tested or not shown; & = joins results of further samples.

Sequence of screens: TcdB GH inh	UGM FP inh	Y pestis TopoI	GDH-TPI counter	Mtb FBA inh	BioA inh	FadD28 FP inh	PfHsp40 yeast	Vc quorum ag
1) COc1ccc(Cl)cc1NC(=O)Cn1nnc(C(=O)NCCc2ccc(OC)c(OC)c2)c1N
→ -2.0	-1.2	8.5	-4.3	2.6	-0.2	-0.7	0.0	i
2) Cc1cccnc1NC(=O)c1ccc(NS(=O)(=O)/C=C/c2ccccc2)cc1
→ 0.9	0.7	-3.5	9.9	0.6	2.0	-0.8	-1.2	-1.4
3) Cc1cc2c(SCC(=O)NC3CCCC3)ncnc2s1
→ 0.3	2.3	9.1	-4.2	0.9	-0.9	-0.6	1.6	0.0
4) CCCS(=O)(=O)N1CCC(C(=O)NC2CCC(C)CC2)CC1 (stereo not drawn)
→ .	0.7	3.5	-2.3	-4.9	1.3	-2.3	-0.9	-0.7
5) CCOc1ccc(/C=C2\SC(=O)N(CCNC(=O)CN3C(=O)NC4(CCCC4)C3=O)C2=O)cc1OC
→ 2.0	0.4	2.3	17.2	-1.7	0.7	-2.8	-1.9	i
6) COc1ccc(/C=C/C(=O)NNC(=O)c2cc(C)oc2C)cc1
→ 3.1	0.6	1.5	7.2	3.2	-1.1	-1.2	0.2	-1.2
7) COc1ccc(OC)c(NC(=O)NNS(=O)(=O)c2ccc(C)cc2C)c1
→ 0.2	-0.4	-3.9	3.4	-3.1	1.4	-1.3	0.0	i
8) COC(=O)c1ccccc1NC(=O)COc1ccc(S(=O)(=O)NC(C)C)cc1
→ 0.7	1.0	31.2	-10.2	-0.6	0.4	-5.4	-1.2	i
9) COc1ccc(/C=N/Nc2nc(Nc3ccccc3)nc(N3CCCCC3)n2)cc1OC
→ .	-1.0	1.4	18.9	0.2	1.1	-3.5	10.3	-1.3
10) Cc1ccc(C(C)C)c(OCC(=O)NCC(c2cccs2)N2CCOCC2)c1 (stereo not drawn)
→ 0.8	-0.8	13.9	7.9	3.6	2.2	-3.3	-0.5	-1.5
11) CC1=C(C(=O)Nc2ccccn2)C(c2ccc(Cl)cc2Cl)NC(=S)N1 (stereo not drawn)
→ 0.7	-3.6	-3.3	5.5	0.1	.	-1.9	0.0	5.6
12) Cc1cccc(C(C)C)c1NC(=O)CN1C(=O)NC(Cc2ccccc2)C1=O (stereo not drawn)
→ 2.9	2.4	-4.8	0.0	-0.1	.	-2.4	1.4	i
13) O=C(CSCc1cnn(-c2ccccc2)c1-n1cccc1)NCc1ccc2c(c1)OCO2
→ .	.	26.5	7.0	0.5	-0.1	-1.7	1.8	-0.4
14) O=C(Nc1nc(-c2cccs2)cs1)c1cccc(S(=O)(=O)N2CCCCCC2)c1
→ -1.1	-2.5	3.2	-6.9	0.2	-1.0	-1.7	1.5	0.3
15) Cc1ccc(NC(=O)CNCCCN2CCOCC2)cc1S(=O)(=O)N1CCCCC1
→ 0.6	-2.5	0.2	11.4	1.4	-0.6	-2.6	-1.0	i

Going on with the list.
Sequence of screens: TcdB GH inh	UGM FP inh	Y pestis TopoI	GDH-TPI counter	Mtb FBA inh	BioA inh	FadD28 FP inh	PfHsp40 yeast	Vc quorum ag
16) CC(C)C(=O)Nc1ccc(C(=O)N/N=C/C2CC3C=CC2C3)cc1 (stereo not drawn)
→ -1.7	-1.3	-2.1	8.6	2.8	.	-1.9	1.0	-0.2
17) COc1ccc(C(=O)NC2CC(C)(C)NC(C)(C)C2)cc1S(=O)(=O)N1CCOCC1
→ -0.1	.	-5.2	0.0	1.0	0.1	-2.7	.	-1.3
18) Cc1ccc2ccc(C(Nc3ccccn3)c3ccccc3)c(O)c2n1 (stereo not drawn)
→ 1.2	.	18.1	-10.1	0.2	2.4	-2.8	-0.7	.
19) COc1ccc(S(=O)(=O)N2CCOCC2)cc1NC(=O)c1ccc2c(c1)OCO2
→ 0.2	1.2	-6.2	5.1	5.2	2.7	-0.7	-0.3	i
20) O=C1CN(C(=O)c2ccccc2F)c2ccccc2N1
→ .	3.1	-1.4	0.0	3.6	-0.3	-0.4	-2.1	i
21) O=C(C=Cc1ccco1)N1CCOCC1
→ -1.3	.	2.0	16.2	-0.4	-1.2	0.8	0.1	i
22) Cc1ccc(Cn2ccsc2=NC(=O)COC(=O)c2ccc(O)cc2O)cc1
→ -1.3	-1.4	18.1	10.3	0.2	0.8	0.1	1.4	i
23) CCC(C)Sc1cccc(-c2nc3cc(C)ccn3c2NCc2ccccc2)c1 (stereo not drawn)
→ 8.6&-0.3	2.7	32.5	12.1	32.9*	-0.5	-4.3	3.6	-7.1
24) Nc1nonc1-n1nnc(C(=O)N/N=C/c2ccco2)c1CSc1ccccc1
→ 2.2	1.1	1.7	22.7	5.7	0.4	-1.1	-0.2	i
25) CCNC(=O)NC(=O)C(C)OC(=O)CCCSc1nc2ccccc2s1 (stereo not drawn)
→ -1.7	3.0	28.8	-2.3	-2.5	0.3	-3.2	-1.1	i
26) COC(=O)c1cccc(NC(=O)c2ccc3c(c2)C(=O)N(Cc2cccnc2)C3=O)c1C
→ -0.2	0.2	7.2	8.1	1.8	0.5	-2.1	0.2	5.0
27) OCc1nc2ccccc2n1CCCOc1ccc(Br)cc1
→ .	-0.2	35.6	3.8	4.2	2.6	-1.7	1.1	-0.8
28) COc1ccc(/C=C/C(=O)OCC(=O)Nc2c(C)cccc2C)cc1
→ -4.3	-1.0	6.9	5.1	-2.9	.	-5.2	-0.4	-0.4
29) COc1ccc(CC(=O)Nc2ccc(S(=O)(=O)N(C)C3CCN(C)CC3)cc2)cc1
→ 0.3	.	-17.4	4.0	0.4	-2.1	-0.6	0.8	i
30) CC(C)Cn1c(N)c(C(=O)COC(=O)c2cnccn2)c(=O)n(C)c1=O
→ 1.0	-0.7	6.5	-5.7	0.8	.	-1.1	-1.2	i

(cont.)
Sequence of screens: TcdB GH inh	UGM FP inh	Y pestis TopoI	GDH-TPI counter	Mtb FBA inh	BioA inh	FadD28 FP inh	PfHsp40 yeast	Vc quorum ag
31) COC(=O)c1cc(Sc2c(Cl)cccc2Cl)ccn1
→ 2.5	0.3	6.5	-3.2	3.1	.	-1.7	-1.7	-0.3
32) CCCN(CCC)S(=O)(=O)c1nc2nc(C)cc(C)n2n1
→ -0.5	-1.0	-11.9	-0.5	2.1	1.1	-1.4	-0.1	0.1
33) COc1ccc([N+](=O)[O-])cc1NS(=O)(=O)c1ccc(C(=O)N2CCCC2)cc1
→ 0.9	-0.8	-11.9	7.3	-4.7	-0.1	-3.3	-0.4	i
34) O=C(O)C1Cc2ccccc2-c2ccccc2C1
→ -3.2	0.2	-5.1	6.4	4.8	-0.9	0.6	3.5	-0.3
35) COc1ccc(C(C)=O)cc1COC(=O)CCNS(=O)(=O)c1ccc(C)c(C)c1
→ 0.4	1.9	34.7	4.3	1.0	0.7	-1.7	1.5	-2.3
36) CCOC(=O)c1ccccc1NC(=O)CSc1nnc(COc2ccccc2C)n1C
→ .	0.1	22.1	-4.8	-0.3	10.9	-5.8	2.2	i
37) CC(=O)C1(O)C(C)CC2C3CC(F)C4(O)CC(O)CCC4(C)C3CCC21C (stereo not drawn)
→ 0.4	.	-6.9	8.8	4.0	-1.7	.	0.3	i
38) CCN1CCCC1CN=Cc1c(O)n(-c2ccccc2)c(=O)c2ccccc12 (stereo not drawn)
→ 1.1	-1.5	1.6	14.6	13.1	2.1	-3.1	-0.1	i
39) COc1cccc(-c2nc(-c3ccc(C(=O)O)cc3)no2)c1
→ -2.9	-1.2	2.8	8.8	1.0	1.0	-6.5	-1.1	i
40) CCc1nnc(NC2=NCCC2)s1
→ .	-1.3	-3.3	-0.9	-5.7	-2.3	-2.5	-1.2	i
41) CC(C)(Oc1ccc(Cl)cc1)C(=O)NC1CCSC1=O (stereo not drawn)
→ 0.8	-0.9	-1.2	2.6	1.3	2.4	-1.7	-1.2	-0.2
42) C[N+]1(CC2COC3(CCCCC3)O2)CCCC1 (stereo not drawn)
→ 0.8	-1.0	1.5	-3.7	0.4	0.2	1.6	-0.5	-0.2
43) CCOC(=O)C1CCN(Cc2cc(C(C)(C)C)c(O)c(C(C)(C)C)c2)CC1
→ 0.1	2.7	0.5	3.8	0.6	0.7	-0.6	0.2	-0.2
44) CCc1cc(-c2nnn(CCC3COCCO3)c2CC)cc(CC)c1-c1cn(Cc2ccccc2)nn1 (stereo not drawn)
→ 1.2	.	31.1	5.2	2.9	-7.3	-0.3	.	-0.4
45) CCc1ccc(-c2cc(C)no2)cc1S(=O)(=O)N1CCCN(Cc2ccc(F)cc2)C1
→ -1.0	-1.6	28.9	0.4	-0.9	.	-3.6	0.6	-0.9

Given with tabs: 10 of the compounds above
item	smiles	TcdB GH inh	UGM FP inh	Y pestis TopoI	GDH-TPI counter	Mtb FBA inh	BioA inh	FadD28 FP inh	PfHsp40 yeast	Vc quorum ag
31	COC(=O)c1cc(Sc2c(Cl)cccc2Cl)ccn1	2.5	0.3	6.5	-3.2	3.1	.	-1.7	-1.7	-0.3
32	CCCN(CCC)S(=O)(=O)c1nc2nc(C)cc(C)n2n1	-0.5	-1.0	-11.9	-0.5	2.1	1.1	-1.4	-0.1	0.1
33	COc1ccc([N+](=O)[O-])cc1NS(=O)(=O)c1ccc(C(=O)N2CCCC2)cc1	0.9	-0.8	-11.9	7.3	-4.7	-0.1	-3.3	-0.4	i
34	O=C(O)C1Cc2ccccc2-c2ccccc2C1	-3.2	0.2	-5.1	6.4	4.8	-0.9	0.6	3.5	-0.3
35	COc1ccc(C(C)=O)cc1COC(=O)CCNS(=O)(=O)c1ccc(C)c(C)c1	0.4	1.9	34.7	4.3	1.0	0.7	-1.7	1.5	-2.3
36	CCOC(=O)c1ccccc1NC(=O)CSc1nnc(COc2ccccc2C)n1C	.	0.1	22.1	-4.8	-0.3	10.9	-5.8	2.2	i
37	CC(=O)C1(O)C(C)CC2C3CC(F)C4(O)CC(O)CCC4(C)C3CCC21C (stereo not drawn)	0.4	.	-6.9	8.8	4.0	-1.7	.	0.3	i
38	CCN1CCCC1CN=Cc1c(O)n(-c2ccccc2)c(=O)c2ccccc12 (stereo not drawn)	1.1	-1.5	1.6	14.6	13.1	2.1	-3.1	-0.1	i
39	COc1cccc(-c2nc(-c3ccc(C(=O)O)cc3)no2)c1	-2.9	-1.2	2.8	8.8	1.0	1.0	-6.5	-1.1	i
40	CCc1nnc(NC2=NCCC2)s1	.	-1.3	-3.3	-0.9	-5.7	-2.3	-2.5	-1.2	i

(further entries)
46: CC1(C)C(=O)OC(c2c(F)c(F)c(F)c(F)c2F)C2(CCCCC2)C1=O (stereo not drawn)
47: O=C(NCc1cccs1)c1noc2c1CCCCC2
48: O=C1CC(N2CCC(O)(c3ccc(Br)cc3)CC2)C(=O)N1c1ccc(Cl)cc1 (stereo not drawn)
49: CN(C(=O)CN1C(=O)/C(=C/c2ccc(F)cc2)SC1=S)C1CCS(=O)(=O)C1 (stereo not drawn)
50: COc1cc(Br)c(C(=O)c2nccc3cc(OC)c(OC)cc23)cc1OC
51: CC(=O)Nc1cc2c(cc1NC(=O)Cn1nc(-c3ccc4c(c3)OCCO4)ccc1=O)OCCO2
52: NC(=O)c1c(NC(=O)c2cccs2)sc2c1CCCCCC2
53: COC(=O)c1cn(Cc2ccc(C(F)(F)F)cc2)cc(F)c1=O
54: O=C(CSc1nnc(COc2ccccc2)n1Cc1ccco1)Nc1ccc2c(c1)OCCO2

assay / entry	46	47	48	49	50	51	52	53	54
TcdB GH inh	.	.	2.7	1.8	-0.8	.	.	1.8	1.9
UGM FP inh	3.7	1.7	-2.1	-1.3	-6.3	-0.1	1.6	-0.8	-3.0
Y pestis TopoI	-1.7	9.1	5.6	1.6	5.4	9.8	6.8	5.6	20.6
GDH-TPI counter	7.8	5.6	3.6	19.6	11.8	1.0	17.5	0.0	7.5
Mtb FBA inh	-2.0	0.9	0.9	-0.5	-0.8	1.1	-0.8	3.7	0.1
BioA inh	-0.1	-0.6	.	.	0.3	1.1	-0.3	1.0	0.0
FadD28 FP inh	-0.5	2.0	-2.8	-1.2	-4.2	0.6	-2.6	-1.9	-1.7
PfHsp40 yeast	-0.5	-1.6	4.1	0.7	0.8	-1.3	-1.0	-1.1	0.5
Vc quorum ag	-0.4	-1.5	i	-0.7	1.7	-0.7	-3.6	i	i
